Screens from PubChem.
Hsp70 act: Hsp70 transcriptional activation, primary screen; HeLa Hsp70 promoter luciferase reporter, luminescence; scaled: vehicle 0, proteasome-inhibitor control 100%; activation, % at 10 µM; 200,000 compounds, 0.04% hits;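 active = activation above the mean across all tested compounds plus 3 SD, cutoff set per campaign, cut at about 5.5% in these data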;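 also: 100% = MG132 at 30 µM as the positive control and 0% = DMSO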
STAT3 inh: reduces IL-6 driven STAT3 reporter signal; U3A cells, IL-6 STAT3-luciferase reporter, luminescence; host cell line lacks STAT1; inhibition, % at 5.5 µM; 190,000 compounds, 0.89% hits; AID 862;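 active = inhibition above the mean inhibition across all screened compounds plus 3 SD, cut at about 44% in these data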;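 also: 0% = DMSO only wells and 100% = 100 µM nifuroxazide control wells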
TLR4-MyD88 BLA: blocks binding of human TLR4 to MyD88; AID 861; HeLa CL3-4 TLR4/MyD88 BLA complementation, FRET ratio; inhibition, % at 8.4 µM; 200,000 compounds, 0.18% hits; in the data active = inhibition above about 25%;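 also: 0% = vehicle and 100% = reference inhibitor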
Target sequence (O00206 whole entry, looked up): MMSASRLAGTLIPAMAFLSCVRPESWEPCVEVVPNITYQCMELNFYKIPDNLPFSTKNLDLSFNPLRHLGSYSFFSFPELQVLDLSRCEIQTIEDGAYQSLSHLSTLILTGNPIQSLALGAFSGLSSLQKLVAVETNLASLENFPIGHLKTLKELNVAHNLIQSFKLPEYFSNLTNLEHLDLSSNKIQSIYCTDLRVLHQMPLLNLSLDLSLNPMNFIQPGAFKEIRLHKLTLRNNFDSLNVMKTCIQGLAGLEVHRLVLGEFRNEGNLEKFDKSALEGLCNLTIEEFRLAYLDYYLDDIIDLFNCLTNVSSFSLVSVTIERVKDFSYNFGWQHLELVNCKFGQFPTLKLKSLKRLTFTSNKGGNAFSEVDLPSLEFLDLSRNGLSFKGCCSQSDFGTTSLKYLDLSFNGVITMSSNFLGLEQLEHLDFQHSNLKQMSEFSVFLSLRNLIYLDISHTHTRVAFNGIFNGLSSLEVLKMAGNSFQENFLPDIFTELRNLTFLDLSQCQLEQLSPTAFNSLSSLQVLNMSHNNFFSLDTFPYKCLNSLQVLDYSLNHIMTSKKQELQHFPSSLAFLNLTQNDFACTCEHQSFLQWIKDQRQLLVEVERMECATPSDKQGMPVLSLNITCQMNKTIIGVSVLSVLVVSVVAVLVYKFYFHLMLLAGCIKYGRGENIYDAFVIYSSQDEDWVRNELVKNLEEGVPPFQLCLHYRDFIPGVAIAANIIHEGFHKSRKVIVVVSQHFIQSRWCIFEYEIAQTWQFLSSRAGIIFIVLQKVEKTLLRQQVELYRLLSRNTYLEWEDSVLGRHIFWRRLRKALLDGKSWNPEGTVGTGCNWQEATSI
Target sequence (Q99836 whole entry, looked up): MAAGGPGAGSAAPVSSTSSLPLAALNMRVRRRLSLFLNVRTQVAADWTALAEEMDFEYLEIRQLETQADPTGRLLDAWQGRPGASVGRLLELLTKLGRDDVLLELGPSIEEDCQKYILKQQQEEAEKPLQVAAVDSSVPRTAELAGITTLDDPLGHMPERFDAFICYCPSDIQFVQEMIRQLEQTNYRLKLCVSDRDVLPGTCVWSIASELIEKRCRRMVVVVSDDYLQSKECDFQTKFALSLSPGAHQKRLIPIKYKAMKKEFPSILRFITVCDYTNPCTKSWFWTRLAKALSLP
Redox H2O2 prof: compounds producing H2O2 with reducing agent – biochemical, NIH compound library profiling, artefact control for MLSCN library redox annotation, primary screen; DTT-dependent redox cycling H2O2, phenol red/HRP absorbance; 100% = 100 µM peroxide control, 0% = buffer; activation, % at 10 µM; 200,000 compounds, 0.03% hits;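 active = activation of at least 50% relative to the plate's high and low controls in the primary single-dose screen; inactive = activation below 50%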;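 also: compound incubated with DTT at 0.8 mM final as the reducing agent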
STAT1 activator: STAT1 signaling activation; NIH 3T3 STAT1-luciferase reporter, IFN-gamma, luminescence; 100% = IFN-gamma alone, no compound; activation (% of control), % at 5.5 µM; 200,000 compounds, 2.6% hits; AID 932;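 active = activation above the screen-wide mean activation plus 3 SD, cut at about 130% in these data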;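 also: raw ratio to IFN-gamma control signal so 100% means no change and 0% no light; values of inactives mirror those of a sister screen read the other way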
Efa HMGR inh: inhibitors of class II HMG-CoA reductase from Enterococcus faecalis. purified E. faecalis HMGR, NADPH absorbance 340 nm kinetic. inhibition, % at 10 µM. 190,000 compounds, 0.41% hits;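 active = inhibition above a set limit, the median over all tested compounds plus 3 SD, cut at about 9.5% in these data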;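 also: enzyme runs in reverse so mevalonate oxidation gives rising NADPH absorbance; 0% = complete reaction with DMSO and 100% = background rate lacking mevalonate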
NF-kB expr up: compounds increasing NF-kB expression in human neuronal cells; NF-kB reporter expression; active compounds read high; fold change at 12.5 µM; 190,000 compounds, 1.6% hits; AID 1239; in the data active = fold change above about 3.3
STAT1 blocker: inhibitors of IFN-gamma induced STAT1 signaling; NIH 3T3 STAT1-luciferase reporter, luminescence; inhibition, % at 5.5 µM; 200,000 compounds, 0.35% hits;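 active = inhibition above a set limit, the mean inhibition across all tested compounds plus 3 SD, cut at about 34% in these data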;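 also: 0% = IFN-gamma with DMSO and 100% = IFN-gamma with 300 µM nifuroxazide; values of inactives mirror those of a sister screen read the other way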
STAT3 act: STAT3 signaling activation. U3A cells, IL-6 STAT3-luciferase reporter, luminescence; 100% = signal with IL-6 EC80 alone. activation (% of control), % at 5.6 µM. 190,000 compounds, 0.91% hits;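 active = activation above the screen-wide mean of compound activation plus 3 SD, cut at about 130% in these data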;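 also: 0% = background luminescence of wells with medium and substrate only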
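Material: STAT3-luciferase reporter U3A cells; Probe or stimulus: IL-6 (33 ng/mL); Incubation: compound pre-incubation 1 h before IL-6, then 6 h stimulation at 37 °C; Technique: luminescence from STAT3-driven luciferase reporter; Evaluation: % activation versus median of IL-6-stimulated wells; Controls: IL-6-only high control.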
APP 5'UTR act: activates APP 5'UTR luciferase reporter; SH-SY5Y APP 5'UTR luciferase reporter, luminescence; zero percent = DMSO vehicle wells; activation, % at 2 µM; 190,000 compounds, 1% hits; AID 1276;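 active = activation above a set limit, based on mean plus 3 SD of controls, cut at about 140% in these data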; also: values of inactives mirror those of a sister screen read the other way
The depositor's hits bear a star; x = no result given. Hits appear at their usual frequency. Share with any hit: about 5.6%.

SMILES | Hsp70 act | STAT3 inh | TLR4-MyD88 BLA | Redox H2O2 prof | STAT1 activator | Efa HMGR inh | NF-kB expr up | STAT1 blocker | STAT3 act | APP 5'UTR act
CCN1C(=O)/C(=C\c2ccc(-c3ccc([N+](=O)[O-])cc3OC)o2)SC1=Nc1cccc(C(=O)O)c1 | 0.1 | 2 | -6 | -0.1 | 96 | -1 | 0.97 | 1 | 102 | -3
COC(=O)CCC(=O)Nc1ccc(NC(=O)CCC(=O)OC)cc1 | 0.2 | 4 | -9 | 5.3 | 88 | -8 | 1.2 | 13 | 99 | 4
CCOC(=O)C(=O)c1c(C)cc2ccccn12 | 0.0 | 14 | -13 | -2.4 | 117 | -2 | 0.82 | -22 | 90 | 10
O=C(Nc1c(C(=O)c2ccccc2)oc2ccccc12)c1cc(-c2ccccc2O)n[nH]1 | -0.2 | 5 | 3 | -0.1 | 98 | -5 | 0.74 | 2 | 95 | 15
COc1ccc(C(=O)NC(C)c2ccccc2)cc1Br (configuration not stated) | -0.2 | 5 | -2 | -0.3 | 89 | 2 | 0.9 | 9 | 100 | 10
Cc1nonc1NC(=O)OCCN1CCOC1=O | -0.1 | 7 | -3 | -1.2 | 102 | -6 | 1 | -2 | 98 | -1
CC(=O)c1c(C)n(C)c2ccc(O)cc12 | -0.5 | 18 | 4 | -0.3 | 98 | -5 | 1.4 | 3 | 84 | x
CCOC(=O)c1c(NC(=S)NC(C)=O)sc(C)c1C | -0.2 | -2 | -11 | 0.7 | 94 | -2 | 1.1 | 6 | 100 | 5
NC(=O)C1CCN(C(=O)CSc2ccsc2[N+](=O)[O-])CC1 | 0.1 | -6 | -1 | 0.0 | 108 | -4 | 0.91 | -9 | 107 | 1
CCOCCCNC(=O)c1cc(C)nn1-c1ccccc1 | -0.3 | -9 | 4 | -0.5 | 99 | -1 | 1 | 2 | 107 | -28
CCCNC(=O)N1CCCC(C(N)=O)C1 (configuration not stated) | -0.1 | 8 | 9 | -1.4 | 108 | 6 | 1.1 | -9 | 101 | 17
Cc1ccc(C(=O)n2cnnc2N)cc1 | -0.1 | 3 | -3 | 2.0 | 90 | -6 | 0.98 | 11 | 102 | 6

Looked up by structure from the list above (2):
SMILES | Hsp70 act | STAT3 inh | TLR4-MyD88 BLA | Redox H2O2 prof | STAT1 activator | Efa HMGR inh | NF-kB expr up | STAT1 blocker | STAT3 act | APP 5'UTR act
CCOCCCNC(=O)c1cc(C)nn1-c1ccccc1 | -0.3 | -9 | 4 | -0.5 | 99 | -1 | 1 | 2 | 107 | -28
Cc1ccc(C(=O)n2cnnc2N)cc1 | -0.1 | 3 | -3 | 2.0 | 90 | -6 | 0.98 | 11 | 102 | 6

Profiles from above. Order of values: Hsp70 act, STAT3 inh, TLR4-MyD88 BLA, Redox H2O2 prof, STAT1 activator, Efa HMGR inh, NF-kB expr up, STAT1 blocker, STAT3 act, APP 5'UTR act
CCOC(=O)C(=O)c1c(C)cc2ccccn12 across the screens: 0.0, 14, -13, -2.4, 117, -2, 0.82, -22, 90, 10
CCOC(=O)c1c(NC(=S)NC(C)=O)sc(C)c1C across the screens: -0.2, -2, -11, 0.7, 94, -2, 1.1, 6, 100, 5

Going on with the list:
SMILES | Hsp70 act | STAT3 inh | TLR4-MyD88 BLA | Redox H2O2 prof | STAT1 activator | Efa HMGR inh | NF-kB expr up | STAT1 blocker | STAT3 act | APP 5'UTR act
CCNC(=O)CC1S/C(=N/N=C(\C)c2ccccc2)NC1=O (configuration not stated) | -0.3 | -5 | -6 | -2.3 | 101 | -3 | 1.3 | -2 | 110 | 12
COc1ccc(/C=C2\SC(N3CCc4ccccc4C3)=NC2=O)cc1OC | -0.5 | 9 | 15 | 0.3 | 88 | -1 | 0.82 | 13 | 95 | -13
O=C(COC(=O)c1cc[n+]([O-])cc1)NCC12CC3CC(CC(C3)C1)C2 | -0.1 | -5 | 12 | 0.4 | 108 | -3 | 1.1 | -4 | 105 | 8
COc1ccccc1C1=NOC(COC(=O)c2ccc3ccccc3n2)C1 (configuration not stated) | -0.1 | 10 | -1 | -3.6 | 103 | -4 | 1.4 | -4 | 96 | 3
Cc1ccc(C(=O)Nc2nnc(C3CCCCC3)s2)o1 | 0.4 | 13 | -5 | 0.0 | 115 | 2 | 3.8* | -16 | 89 | 113
Clc1ccccc1-c1nnc2sc(-c3ccc4c(c3)OCO4)nn12 | 0.0 | -3 | -5 | 0.6 | 102 | 1 | 1.2 | -2 | 106 | 22
CC1CN(C(=O)c2ccccc2Oc2ccccc2)CC(C)O1 (configuration not stated) | 0.2 | 0 | -4 | -0.2 | 99 | 5 | 1 | 0 | 104 | -3
COCCOc1cc(-n2ccnc2SC)c(Cl)cc1Cl | -0.4 | 2 | 0 | 1.7 | 93 | 3 | 1.2 | 7 | 100 | 9
Cc1cc(C)nc(N/N=C/c2cc3c(cc2[N+](=O)[O-])OCO3)n1 | -0.2 | 12 | -12 | 0.1 | 94 | -6 | 0.72 | 6 | 94 | 4
CCOC(=O)C1(Cc2ccccc2C)CCCN(C(=O)c2ccccn2)C1 (configuration not stated) | 0.1 | 0 | -11 | 0.2 | 102 | 0 | 1.6 | -4 | 102 | 36
CC(NC(=O)Cn1nnc(-c2ccncc2)n1)c1ccccc1 (configuration not stated) | -0.1 | 7 | 21 | 0.7 | 98 | 4 | 1.4 | 2 | 97 | 5
CC(C)NC(=O)c1ccc2c(c1)S(=O)(=O)c1ccccc1C2=O | -0.1 | 2 | 11 | 0.2 | 96 | -1 | 0.72 | 5 | 102 | 17
Cc1ccc(-c2nn(-c3cccc(F)c3)cc2CN2CCN(c3ccccn3)CC2)o1 | 0.1 | 8 | -5 | 0.0 | 96 | -3 | 0.89 | 3 | 97 | -2
COc1cc(C)c(S(=O)(=O)n2ccc(C)n2)cc1C | -0.3 | 1 | -8 | 0.1 | 91 | -2 | 1.2 | 9 | 98 | -11
N#Cc1ccc(N/N=C/c2ccccc2)c([N+](=O)[O-])c1 | -0.2 | 24 | 12 | -1.6 | 100 | 1 | 1.2 | 0 | 84 | -32
O=C(Nc1ccccn1)C1CCN(S(=O)(=O)c2cccc3nonc23)CC1 | -0.1 | 6 | 8 | 0.7 | 101 | -1 | 0.96 | -1 | 98 | 1
CCOc1ccc(/C=C2\SC(=S)N(N3C(=O)C4CC4C3=O)C2=O)cc1 (configuration not stated) | -0.4 | -2 | 3 | -1.8 | 95 | 3 | 1.1 | 5 | 105 | -18
COc1cccc(N2C(=O)C3CCCN3C2c2cccs2)c1 (configuration not stated) | 0.0 | 12 | -11 | 0.2 | 93 | -4 | 0.98 | 7 | 100 | 2
N/C(=N\c1nc(CSc2ccc(Cl)cc2)cc(=O)[nH]1)Nc1ccccc1C(F)(F)F | -0.4 | 6 | 4 | -0.3 | 96 | -3 | 0.94 | 5 | 97 | -7
O=c1sc2ccccc2c(N2CCN(c3ccccc3)CC2)c1[N+](=O)[O-] | -0.2 | 5 | -8 | 0.1 | 96 | 0 | 1.4 | 1 | 100 | 3
CN(CC(=O)N1CCCC1)S(=O)(=O)c1ccc(Cl)cc1 | -0.2 | -14 | -7 | 0.0 | 102 | -3 | 1 | 0 | 112 | 4
Cc1cccc(C)c1NC(=O)CCCSc1nnc(-c2ccco2)n1-c1ccccc1 | -0.3 | 6 | 1 | -0.4 | 91 | -4 | 0.97 | 10 | 97 | 4
Cc1nnc(SCC(=O)NNC(=O)c2ccc(Br)cc2)n1C | -0.1 | -10 | 9 | -0.6 | 96 | 0 | 2.1 | 3 | 111 | -9
Cc1ccc2c(c1)NC(=O)C(CC(=O)NCCN(CC(C)C)CC(C)C)O2 (configuration not stated) | -0.2 | 4 | 9 | -0.2 | 99 | -4 | 0.92 | 2 | 101 | 13

Entries above printed as active in NF-kB expr up:
Structure	Hsp70 act	TLR4-MyD88 BLA	Redox H2O2 prof	STAT1 activator	Efa HMGR inh	NF-kB expr up	STAT1 blocker	STAT3 act	APP 5'UTR act
Cc1ccc(C(=O)Nc2nnc(C3CCCCC3)s2)o1	0.4	-5	0.0	115	2	3.8*	-16	89	113

New compounds follow
SMILES | Hsp70 act | STAT3 inh | TLR4-MyD88 BLA | Redox H2O2 prof | STAT1 activator | Efa HMGR inh | NF-kB expr up | STAT1 blocker | STAT3 act | APP 5'UTR act
COc1ccccc1C(=O)N1CCN(Cc2nc(CC3CC3)no2)CC1 | -0.4 | 10 | -10 | -1.1 | 92 | 1 | 1.1 | 7 | 95 | 25
O=C(CNS(=O)(=O)c1ccccc1)N/N=C/c1ccc(O)cc1 | 0.2 | 2 | 7 | 0.0 | 91 | -1 | 1.1 | 9 | 103 | 26
COc1cc(C2=NC(CO)(CO)CO2)cc(OC)c1OC | -0.2 | 2 | 1 | -0.8 | 103 | -7 | 1.1 | -3 | 99 | -10
Cc1cc(C)nc(-n2c(Nc3ccccc3)cc(=O)c3c(C)n(-c4ccccc4)c(=O)nc32)n1 | -0.2 | 3 | -20 | 2.3 | 99 | x | x | 1 | 102 | 11
CCN(CC)CCCNC(=O)CCC(=O)Nc1ccc2nc(N3CCCCC3)cc(C)c2c1 | -0.3 | 2 | 1 | -0.5 | 85 | -8 | 1.2 | 13 | 102 | -3
CCOC(=O)C1=C(C)NC(=O)NC1c1ccc(C)o1 (configuration not stated) | -0.1 | 12 | -3 | 0.3 | 93 | -3 | 0.94 | 8 | 97 | x
Cc1ccc(C2CC(=O)c3cnc(NC(=O)c4ccco4)nc3C2)cc1 (configuration not stated) | -0.3 | 14 | -18 | -0.1 | 95 | -1 | 1.1 | 6 | 92 | 20
CC(C)(CNC(=O)COc1ccccc1Cc1ccccc1)N1CCOCC1 | -0.2 | 11 | 2 | 0.0 | 89 | 1 | 1.1 | 10 | 95 | 8
O=C1CCCC(=O)N1c1ccc(Oc2ccc(Cl)cc2)cc1 | -0.3 | 14 | -15 | -0.3 | 98 | -9 | 1.5 | 2 | 88 | 5
COCCn1c(SCC(=O)Nc2cc(C)cc(C)c2)nnc1C(C)C | -0.2 | 4 | -8 | 1.1 | 96 | 0 | 0.95 | 5 | 101 | -15
CC(Sc1nnc(COc2ccc(Cl)cc2)n1Cc1ccccc1)C(=O)O (configuration not stated) | -0.3 | -2 | -14 | 0.3 | 104 | -1 | 1.1 | -6 | 107 | 9
CN(CC(=O)NCc1ccncc1)S(=O)(=O)c1ccc2ccccc2c1 | -0.3 | 9 | -1 | 0.0 | 98 | 3 | 1 | 1 | 94 | -3
Cc1cc(C)nc(SCC(=O)n2c3c(c4ccccc42)CCCC3)n1 | -0.3 | 2 | 14 | -0.1 | 98 | 1 | 1.1 | 3 | 101 | 2
